Screens from PubChem BioAssay.
VLA-4 inh: inhibition in human VLA-4 binding assay, primary screen, VLA-4 allosteric modulator project, MLPCN library, flow cytometry, VLA-4 expressing cells; 0.2% of 330,000 active; ligand binding flow cytometry; Integrin alpha-4 (Homo sapiens), P13612; inhibition, % (about 7 µM as worked out from the volumes in the protocol); in the data active = inhibition above about 50%
core dimer inh: inhibitors of HCV core protein dimerization, primary screen, biochemical, TR-FRET, high-throughput; TR-FRET GST/Flag-core106 dimerization, 1536-well; inhibition, % at 5 µM; 0.33% of 300,000 active; AID 1899, 2009;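 active = inhibition above the mean of all tested compounds plus 3 SD, set per screening campaign, cut at about 45% in these data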
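Test system: GST/Flag-tagged HCV core106 proteins; Medium: KF-containing HEPES buffer, pH 7.45, DTT, CHAPS, BSA; Times: compound-protein-antibody incubation 4 h at 22.5 °C; Detection: TR-FRET 671 and 617 nm emission; Benchmarks: wells lacking GST-core106 and wells with excess unlabelled core106.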
procasp7 counter: procaspase-7 activators, primary screen, counter-screen for procaspase-3 activator project, biochemical, absorbance, HTS, human; Caspase-7 (Homo sapiens), P55210; recombinant procaspase-7, Ac-DEVD-pNA absorbance 405 nm; D23A/D198A/D206A triple mutant, cannot self-cleave; scale: DMSO 0, 5 µM enzyme 100; activation, % at 8.5 µM; 0.093% of 330,000 active;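 active = percent activation above the screen-wide mean plus 3 SD, cut at about 25% in these data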
Target sequence (P55210 whole entry D23A/D198A/D206A): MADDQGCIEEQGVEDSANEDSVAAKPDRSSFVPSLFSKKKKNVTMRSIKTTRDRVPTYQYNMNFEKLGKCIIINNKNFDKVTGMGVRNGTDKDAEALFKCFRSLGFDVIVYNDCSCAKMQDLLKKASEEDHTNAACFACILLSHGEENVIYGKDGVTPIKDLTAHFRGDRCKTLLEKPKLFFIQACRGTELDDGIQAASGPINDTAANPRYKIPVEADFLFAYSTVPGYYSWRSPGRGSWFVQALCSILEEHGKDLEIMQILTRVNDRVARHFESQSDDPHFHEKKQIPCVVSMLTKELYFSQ
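System: Procaspase-7 triple mutant (PC-7 D3A); measure: % activation from two-timepoint absorbance difference, scaled to controls; times: 1 h compound preincubation, 2 h substrate cleavage, 25 °C; also added: Ac-DEVD-pNA substrate, 400 µM as added; measured by: Epi-absorbance of released pNA at 405 nm, two timepoints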
GRK2 aptamer HTS: compounds blocking aptamer binding on GRK2 – biochemical, human GRK2, bead flow cytometry, HTS, primary screen; Beta-adrenergic receptor kinase 1 (Homo sapiens), P25098; FAM-aptamer displacement from GRK2; inhibition of aptamer binding, % at 10 µM; 0.59% of 330,000 active; AID 488847, 2010;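 active = inhibition of aptamer binding above 40%, roughly 3 SD of noise, on plates passing a quality check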;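 note: median bead fluorescence of bound FAM aptamer so fluorescent compounds give negative values; no value below 0 was filed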
PP1 inh: PP1-alpha phosphatase inhibitors, primary screen, counter-screen for PP5 inhibitor project, biochemical, fluorescence, OMFP substrate, single point; Serine/threonine-protein phosphatase PP1-alpha catalytic subunit (Homo sapiens), P62136; purified PP1alpha; inhibition, % at 6.7 µM; 0.9% of 320,000 active; AID 2235, 2010;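 active = inhibition above the mean inhibition of all tested compounds plus 3 SD, computed separately for each screening campaign, cut at about 15% in these data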
Target sequence (P62136 whole entry, looked up): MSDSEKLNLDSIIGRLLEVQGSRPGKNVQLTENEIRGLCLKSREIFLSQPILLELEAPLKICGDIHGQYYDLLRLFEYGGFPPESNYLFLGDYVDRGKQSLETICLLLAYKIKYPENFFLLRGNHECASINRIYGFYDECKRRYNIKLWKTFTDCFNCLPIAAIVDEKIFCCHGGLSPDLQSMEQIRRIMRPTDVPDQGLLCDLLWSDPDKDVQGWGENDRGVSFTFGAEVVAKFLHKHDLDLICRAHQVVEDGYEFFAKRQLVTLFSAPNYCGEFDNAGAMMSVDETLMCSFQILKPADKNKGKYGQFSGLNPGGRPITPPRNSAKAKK
GASC-1 inh: inhibitors of GASC-1 histone demethylase, primary screen, biochemical, fluorescence, DELFIA europium; AID 2099, 2009; 0.069% of 330,000 active; GST-JMJD2C(1-420) H3K9me3 demethylation; Lysine-specific demethylase 4C (Homo sapiens), Q9H3R0; inhibition, % at 2.35 µM;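 active = more than half of a compound's replicate wells show inhibition beyond 50%, single wells judged on their own value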;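 note: signal counts dimethyl H3K9 product captured on neutravidin plate; 0% = median of DMSO wells and 100% = 0.3 times that DMSO median; strong numbers were not always called active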
PP5 inh: PP5 phosphatase inhibitors, primary screen, biochemical, fluorescence. Serine/threonine-protein phosphatase 5 (Homo sapiens), P53041. purified PP5c, OMFP substrate fluorescence. inhibition, % at 6.7 µM. 0.18% of 320,000 active;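 active = inhibition above the campaign's mean inhibition across all tested compounds plus 3 SD, cut at about 9.5% in these data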;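 note: 0% = DMSO only and 100% = 100 µM cantharidin control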
Fh CTSL1 inh: Fasciola hepatica cathepsin L1 inhibitors, primary screen, counter-screen for PFM18AAP inhibitor project, biochemical, QFRET, fluorogenic peptide substrate; recombinant F. hepatica cathepsin L1, Z-Leu-Arg-MCA fluorescence; inhibition, % at 5.96 µM; 0.49% of 300,000 active; AID 1906, 2009;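 active = inhibition above the mean of all tested compounds plus 3 SD, set per screening campaign, cut at about 17% in these data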;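 note: 0% = plate median of test compound wells and 100% = 1 µM Z-Phe-Ala-diazomethylketone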
proCasp3 act: activators of human procaspase-3 D3A mutant, primary screen, biochemical, absorbance, PC-3 D3A mutant, single concentration; recombinant procaspase-3 D3A, Ac-DEVD-pNA absorbance 405 nm; Caspase-3 (Homo sapiens), P42574; activation, % at 8.5 µM; 0.11% of 330,000 active;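 active = activation above the mean of all tested compounds plus 3 SD, cut at about 21% in these data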;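 note: 0% = DMSO alone and 100% = DMSO wells spiked with extra 5 µM PC-3 D3A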
Target sequence (P42574 whole entry D9A/D28A/D175A): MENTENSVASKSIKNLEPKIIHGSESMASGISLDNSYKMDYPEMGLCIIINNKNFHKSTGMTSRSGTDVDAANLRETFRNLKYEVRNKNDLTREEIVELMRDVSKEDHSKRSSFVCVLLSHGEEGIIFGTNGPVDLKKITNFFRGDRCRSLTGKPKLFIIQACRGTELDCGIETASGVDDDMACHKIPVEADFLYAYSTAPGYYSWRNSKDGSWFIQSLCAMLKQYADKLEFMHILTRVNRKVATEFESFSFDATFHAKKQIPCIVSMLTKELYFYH
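Test system: Procaspase-3 D3A mutant; medium: Zinc-free HEPES/NaCl buffer with 0.01% Triton X-100 at pH 7.4; reagent: DEVD-pNA substrate; doses: one concentration, 8.5 µM nominal, 0.8% DMSO; times: 1 h preincubation plus 2 h reaction at 25 °C; signal: Epi-absorbance at 405 nm of released p-nitroaniline, 0 and 120 min; replicates: singlicate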
* hit, by the source's call; nt = no result given. Rows are unselected (roughly 2.6% active in at least one column).

SMILES	VLA-4 inh	core dimer inh	procasp7 counter	GRK2 aptamer HTS	PP1 inh	GASC-1 inh	PP5 inh	Fh CTSL1 inh	proCasp3 act
CC(O)C1CCC2C3CC[C@H]4CC(O)CCC4(C)C3CC3(OCCO3)C12C (some centres not stated)	14	1	8	0	-4	0	-0.1	3	-1
O=C(c1ccco1)c1cn(CC(=O)N2CCCCCC2)c2ccccc12	18	6	0	0	-1	-10	1.9	-1	0
O=C(Nc1ccc(F)cc1F)c1ccco1	3	7	-11	2	-11	7	2.5	-3	0
CCCP(=O)(CCC)CCP(=O)(c1ccccc1)c1ccccc1	-7	3	-10	0	-1	-1	2.0	-1	-3
COc1ccc(NC(=O)c2cc(C)no2)cc1OC	4	1	12	0	0	1	-1.9	-2	2
CC(=O)Nc1ccc(/C=N/NC(=O)c2cccs2)cc1	-24	-5	9	0	-2	-2	-0.3	9	7
CCOC(=O)c1sc(NC(=O)CSc2nnc(C)s2)c(C(=O)OCC)c1C	-2	9	-1	2	-7	-13	0.0	1	-7
Cc1ccc(-n2c(Cc3cccs3)nnc2SCC(N)=O)cc1	18	5	0	3	-7	-5	-0.2	-3	11
CNC(=O)COc1coc(CN2CCN(c3ccc(F)cc3)CC2)cc1=O	17	-1	10	0	-2	-3	-0.9	-2	8
CCN(CC)C(=O)C(C)N(C#N)c1nc(SC)nc(N(C)C)n1 (configuration not stated)	1	-6	4	0	3	5	2.4	-2	9
COc1cc(C(=O)N/C(=C\c2cn(C)c3ccccc23)C(=O)NCCCN2CCOCC2)cc(OC)c1OC	7	-7	8	0	-2	3	-1.7	1	0
CCCn1cc2c(c1-c1ccc(C)cc1)c(=O)n(C)c(=O)n2C	-7	-10	1	0	-4	2	2.3	5	5

Brought forward from above: 4 compounds, then new ones.
SMILES	VLA-4 inh	core dimer inh	procasp7 counter	GRK2 aptamer HTS	PP1 inh	GASC-1 inh	PP5 inh	Fh CTSL1 inh	proCasp3 act
CNC(=O)COc1coc(CN2CCN(c3ccc(F)cc3)CC2)cc1=O	17	-1	10	0	-2	-3	-0.9	-2	8
CCN(CC)C(=O)C(C)N(C#N)c1nc(SC)nc(N(C)C)n1 (configuration not stated)	1	-6	4	0	3	5	2.4	-2	9
COc1cc(C(=O)N/C(=C\c2cn(C)c3ccccc23)C(=O)NCCCN2CCOCC2)cc(OC)c1OC	7	-7	8	0	-2	3	-1.7	1	0
CCCn1cc2c(c1-c1ccc(C)cc1)c(=O)n(C)c(=O)n2C	-7	-10	1	0	-4	2	2.3	5	5
CCCn1c(CC)nc([N+](=O)[O-])c1Sc1ccc(F)cc1	2	-3	3	1	-2	5	0.4	1	9
CC(C)=CCc1c(O)ccc(C(=O)Cc2ccccc2)c1O	21	7	-10	20	0	4	0.8	4	10
COc1ccc(-c2csc(Nc3cccc(C)n3)n2)cc1	4	7	-4	0	0	10	-0.9	0	3
N#CCCN(Cc1ccccc1)S(=O)(=O)c1cccs1	12	-2	0	2	2	-8	1.7	2	-1
COc1cccc(NC(=O)CN(C)S(=O)(=O)c2ccc3c(c2)n(C)c(=O)c(=O)n3C)c1	7	0	3	2	-3	-8	2.4	0	10
Cn1cccc1C(=O)N1CCN(S(=O)(=O)c2ccccc2)CC1	2	10	7	0	50*	-3	0.2	3	2
COc1ccc2occ(NC(C)=O)c2c1	2	-4	3	0	0	1	3.0	-2	3
Cc1cc(=O)oc2c(C)c(OCC(=O)NCCCN3CCCC3=O)ccc12	32	-2	7	2	-1	-30	0.0	1	-3
CCOc1ccc(-c2nc(CSCC(=O)NC3CC3)c(C)o2)cc1	5	-1	1	5	-5	-33	-4.4	-4	0
COc1ccc(-c2nc(C#N)c(NCc3ccccc3Cl)o2)cc1	7	7	4	0	-2	4	-0.1	3	-1
c1ccc(-n2nnnc2NC2CCCCC2)cc1	-3	-15	2	0	-4	7	0.1	-2	6
CCOC(=O)CSc1nc(CC)nc2ccccc12	9	4	2	0	-2	4	0.8	2	-1
NC(=O)CC(NC(=O)Cc1cccc2ccccc12)c1ccc(NC2CC3CCC2C3)c([N+](=O)[O-])c1 (configuration not stated)	24	15	4	3	4	-6	1.3	-2	-6
COc1ccc2nc(-c3ccccc3)cc(OC)c2c1	-21	-7	-15	2	-3	2	4.5	2	-9
Cc1nc(SCC(O)CCl)c([N+](=O)[O-])[nH]1 (configuration not stated)	0	0	-4	1	-1	-14	0.7	-1	-7
NNC(=O)c1ccccc1CO	31	-2	4	0	-3	-5	0.5	-5	6
CC(=O)c1ccccc1OCCOCCOCCOc1ccccc1C(C)=O	6	4	-3	0	-3	16	-1.7	-3	0
O=C(CSc1nnc(Cn2c(=O)sc3ccccc32)n1-c1ccccc1)NCc1ccco1	11	6	-13	0	-4	0	-1.0	-5	-8
O=C(OCc1cc2ccccc2[nH]c1=O)c1cccs1	-183	-8	-3	0	2	-3	-0.9	2	0
O=C(Nc1ccc(NC(=O)c2ccccc2Cl)cc1)c1cccnc1	14	0	3	3	3	3	1.2	-2	1
Cc1c(Br)c([N+](=O)[O-])nn1CC(=O)NCCc1c[nH]c2ccccc12	3	5	3	3	1	6	3.8	0	9
CC1CCCCC1NCC(=O)Nc1ccccc1-c1ccccc1 (configuration not stated)	16	1	4	0	4	nt	2.5	3	-10
O=C(CC1C(=O)NCCN1Cc1cccc(F)c1)NCCCCCN1CCOCC1 (configuration not stated)	3	-5	6	0	-4	2	-0.2	2	2
COc1ccc(C(=O)/C=C(\C)Nc2ccc(NC(C)=O)cc2)cc1	4	-5	-1	0	-2	-29	2.2	-1	9
CN(C)CCN(C(=O)c1ccc2c(c1)CCCC2)c1nc2c(F)cccc2s1	3	-1	5	0	0	-14	0.8	4	-5
CCc1ccccc1NC(=O)CSc1nnc(C2CC2)n1CC1CCCO1 (configuration not stated)	-2	-4	-7	4	3	-5	-0.6	1	-14
CCCc1nn2c(=O)cc(O)nc2s1	2	-14	3	0	3	-5	3.2	-3	-1
O=c1[nH]c2ccccc2n2cnnc12	16	-1	-3	0	0	-11	1.9	2	4
CC(NCc1nc2ccccc2n1C)C12CC3CC(CC(C3)C1)C2 (configuration not stated)	11	2	1	3	-4	-15	0.2	-1	0
Cc1ccc(-c2nc(C#N)c(NCC3CCCO3)o2)cc1 (configuration not stated)	-7	-3	-4	0	1	-17	-0.8	9	9
CCN(CC(=O)Nc1c(F)cccc1F)C(=O)C1CCN(S(=O)(=O)c2ccc(C)cc2C)CC1	-2	4	5	3	-10	-19	3.5	-2	2
CC(=O)OC1(C(F)(F)F)Oc2ccccc2NC1=O (configuration not stated)	4	-1	-10	0	1	6	1.0	-42	-6
Nc1nc2c(s1)COc1ccccc1-2	-5	3	-5	1	-2	5	0.2	-3	1
Cc1cccc(N2CCN(C(=O)C3CCN(c4nnc(-n5cccc5)s4)CC3)CC2C)c1 (configuration not stated)	16	12	-3	0	-4	7	0.5	2	-2
O=C(c1coc2ccccc2c1=O)N1CCN(c2cccc(C(F)(F)F)c2)CC1	8	-7	-1	1	0	7	5.7	2	4
COc1ccc(CN(C(=O)c2nsc(Cl)c2Cl)C(C(=O)NC2CCCC2)c2ccc(C)cc2)cc1 (configuration not stated)	-4	11	-11	14	5	-11	1.4	-1	4
CCCn1c(NC(=O)c2ccccc2Br)nc2ccccc21	0	-3	14	0	0	-9	2.6	5	-3
CC1(C)CC(=O)C2=C(C1)OC(N)=C(C#N)C2c1ccccc1[N+](=O)[O-] (configuration not stated)	-4	-1	20	5	-1	1	2.5	-1	19
CCOC(=O)c1cccc(NC(=O)CN2C(=O)C3CC=CCC3C2=O)c1 (configuration not stated)	2	-2	2	0	3	-1	3.9	3	3
CC(C)C(C(=O)OCC(=O)c1cccc([N+](=O)[O-])c1)N1C(=O)[C@@H]2[C@H]3CC[C@H](C3)[C@@H]2C1=O (some centres not stated)	1	-5	3	1	-1	6	-0.5	1	-6
CN(c1ccccc1)S(=O)(=O)c1ccc(C(=O)NCc2ccccc2F)cc1	7	nt	5	0	3	14	1.1	nt	8
CCN1C(=O)/C(=C\c2ccncc2)SC1=Nc1ccc(C)c(C)c1	-17	9	4	0	4	9	2.3	-1	-8
CC(C)(C)c1ccc(C(=O)NC(Cc2ccccc2)C(=O)O)cc1 (configuration not stated)	-5	0	4	1	0	5	0.7	4	15
Cc1ccnc(NS(=O)(=O)c2ccc(NC(=O)Cc3ccc(Br)cc3)cc2)n1	0	7	-8	0	-2	-1	-1.1	3	4
CCCc1nnc(NC(=O)CCC(=O)NCc2ccccc2)s1	2	-3	1	0	-3	3	-0.9	-6	0
COC(=O)c1ccc(/C=C2\CCn3c2nc2cc(C(=O)O)ccc2c3=O)cc1	7	2	-2	0	3	-2	0.3	1	3
O=C(CSCc1ccc(Cl)cc1)N/N=C/c1ccc(OCC(=O)Nc2ccccc2)cc1	-8	11	28*	27	2	-4	4.2	5	2
COc1ccc(NC(=O)c2[nH]c(C)c(C(C)=O)c2C)cc1	10	-4	1	3	-1	19	0.5	1	4
CN(CCc1ccccn1)C(=O)CCC1CCCN(C(=O)c2n[nH]c3c2CCCC3)C1 (configuration not stated)	8	-4	4	0	-3	-10	-0.9	4	-1
O=C(O)CSc1c(-c2cccs2)[nH]c2ccccc12	6	-28	-5	3	-6	-11	1.1	1	-3
Cn1c(Cn2cnc([N+](=O)[O-])n2)nnc1SCC(=O)Nc1ccccc1	9	-7	9	0	3	3	2.7	0	3
O=C(Nc1ccc(-c2cnco2)cc1)c1ccccc1	-7	-3	7	1	-3	2	-1.0	-4	9
COc1ccc(C(CNC(=O)c2oc3ccc(Br)cc3c2C)N2CCCCC2)cc1 (configuration not stated)	-5	1	-1	0	3	11	1.0	5	9
